Screens (PubChem BioAssay)
Apoferritin bind: candidate novel general anesthetic via apoferritin binding; apoferritin/1-aminoanthracene competitive binding, fluorescence; Potency, µM (highest dose often 77.5 µM), for inactives: top-dose activity change, negative = displacement, hits mostly inhibitors; actives 0.074% (n = 350,000); AID 485281; P02791; further: potency means the concentration at half of the fitted maximal effect; on the % scale 0 is the no-effect control and ±100 the full control effect; nearly all actives have a fitted effect of over 20% in size
Target sequence (P02791 2-175 limits assumed): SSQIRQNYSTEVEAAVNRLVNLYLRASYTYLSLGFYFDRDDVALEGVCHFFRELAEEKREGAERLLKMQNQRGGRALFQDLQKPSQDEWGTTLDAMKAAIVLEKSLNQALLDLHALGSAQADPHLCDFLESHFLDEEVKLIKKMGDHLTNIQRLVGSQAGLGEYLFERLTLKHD
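Horse-spleen apoferritin (10 uM) in 50% saturated 1-aminoanthracene in PBS was incubated 10 min at room temperature with compound. Fluorescence (ex 380, em 535 nm) was normalized to free and bound 1-AMA, with concentration-response fitted by a four-parameter Hill equation.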
12-LOX inh: ALOX12 (human) lipoxygenase inhibition; P18054; purified 12hLO, xylenol orange hydroperoxide absorbance; Potency, µM (series often up to 108 µM), for inactives: at the top dose activity change, negative = inhibition, usual class: inhibitors; actives 1.1% (n = 580,000); AID 1671190; further: potency means the concentration at half of the fitted maximal effect; on the % scale 0 is the no-effect control and ±100 the full control effect
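Purified human 12hLO at 150 nM in 25 mM Hepes, 0.01% Triton X-100, pH 7.0, preincubated 15 min at room temperature with compound. Reaction started with 40 uM arachidonic acid, 30 min at room temperature. Hydroperoxide measured by Fe-xylenol orange, 573/405 nm absorbance ratio.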
APE1 inh: blocks human APE1 abasic DNA cleavage | recombinant APE1, TAMRA/BHQ-2 abasic DNA cleavage fluorescence | actives 0.35% (n = 350,000) | Potency, µM (doses to about 65.8 µM), inactives show at the highest dose activity change, negative = inhibition, most hits filed as inhibitors | AID 2517;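 further: potency means the concentration at half of the fitted maximal effect; plate controls were vehicle for no effect and reference inhibitor for full effect; nearly all actives have a fitted effect of over 55% in size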
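Activity was derived from the fluorescence gain between first and third kinetic reads (60 s intervals, ex 525/em 598 nm) after 50 nM THF-abasic TAMRA/BHQ-2 duplex was added to 0.75 nM APE1 preincubated 15 min with compound.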
Pol beta inh: DNA polymerase beta (human) inhibition; P06746; Pol beta primer extension/strand displacement, fluorescence kinetic; Potency, µM (titrated, usually from 114 µM), without a hit: at the top dose activity change, negative = inhibition, actives largely listed as inhibitors; actives 1.3% (n = 340,000); further: potency means the concentration at half of the fitted maximal effect; on the % scale 0 is the no-effect control and ±100 the full control effect
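Human Pol beta at 10 nM; strand-displacement substrate 50 nM final. Compound exposure 15 min at room temperature before start, reaction 10 min at room temperature.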
Pol kappa inh: inhibitors of human DNA polymerase kappa; Q9UBT6; purified Pol kappa, fluorescent DNA synthesis assay, 10 min; Potency, µM (series often up to 107 µM), inactives show at the top dose activity, negative = inhibition, actives largely listed as inhibitors; actives 0.53% (n = 400,000); AID 588579; further: potency means the concentration at half of the fitted maximal effect; on the % scale 0 is the no-effect control and ±100 the full control effect
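Readout: fluorescence, taken kinetically at 0 and 10 min. Conditions: 10 nM Pol kappa, 15 min RT compound preincubation, 50 nM substrate final. Controls: enzyme-free buffer wells.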
TRHR agonist: agonists of human TRH receptor; P34981; TRHR cells, calcium flux fluo-8, FDSS agonist mode; activation, % at 2 µM; actives 0.18% (n = 360,000); in the data active means activation above about 30%; further: 0% is about no effect
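Fluo-8-loaded TRHR cells; 10 s baseline, compound added, kinetic Ca2+ fluorescence read 1/s, agonist mode.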
POLI inh: inhibitors of human DNA polymerase iota; AID 588590; Potency, µM (series often up to 115 µM), for the others: at the highest dose activity, negative = inhibition, most hits filed as inhibitors; Pol iota fluorescent replication assay, 10 min; Q9UNA4; actives 1% (n = 390,000); further: potency means the concentration at half of the fitted maximal effect
Target sequence (Q9UNA4 whole entry, looked up): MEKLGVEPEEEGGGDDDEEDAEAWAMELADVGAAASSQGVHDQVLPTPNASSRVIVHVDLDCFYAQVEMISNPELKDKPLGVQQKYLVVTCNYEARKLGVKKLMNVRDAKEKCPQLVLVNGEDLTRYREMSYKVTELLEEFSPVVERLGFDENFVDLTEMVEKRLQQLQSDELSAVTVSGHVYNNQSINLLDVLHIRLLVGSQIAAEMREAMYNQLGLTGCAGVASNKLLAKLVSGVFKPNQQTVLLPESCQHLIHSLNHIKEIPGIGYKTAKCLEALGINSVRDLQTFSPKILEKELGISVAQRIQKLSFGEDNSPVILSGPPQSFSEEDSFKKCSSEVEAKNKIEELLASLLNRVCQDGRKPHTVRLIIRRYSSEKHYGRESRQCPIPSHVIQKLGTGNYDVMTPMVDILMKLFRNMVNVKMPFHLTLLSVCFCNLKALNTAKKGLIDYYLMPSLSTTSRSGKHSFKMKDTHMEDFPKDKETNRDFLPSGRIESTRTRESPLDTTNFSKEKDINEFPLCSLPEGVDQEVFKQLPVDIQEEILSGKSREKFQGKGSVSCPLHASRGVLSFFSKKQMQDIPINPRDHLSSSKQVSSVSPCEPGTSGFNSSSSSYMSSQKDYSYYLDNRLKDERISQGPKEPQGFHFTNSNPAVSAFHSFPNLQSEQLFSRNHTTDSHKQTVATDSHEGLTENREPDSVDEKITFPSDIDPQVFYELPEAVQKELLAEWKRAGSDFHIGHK
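Pol iota at 10 nM preincubated 15 min with compounds at room temperature; reaction started with fluorescent substrate, 50 nM final. Fluorescence read kinetically at 0 and 10 min; buffer-only wells as negative control.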
ERG-DNA inh: blocks human ERG Ets domain binding to DNA; fluorescence polarization, His-ERG Ets domain / labelled DNA; actives 0.028% (n = 370,000); Potency, µM (doses to about 76.9 µM), for the others: top-dose FP activity, negative = inhibition, most hits filed as inhibitors; P11308; active means well fitted inhibition curve with a large enough effect in the polarisation, with a control signal flat; inconclusive means small, poorly fitted or top-dose-only effect, or effect the other way, or a change in a side signal; inactive means no such curve, though single readings can be large or run the other way; the % refers to the polarisation;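 further: polarization taken with two DNA probes labelled with fluorescein and Texas red; potency means the concentration at half of the fitted maximal effect; % of control where 0% means no effect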
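His-tagged ERG Ets domain (1 uM in the protein solution; 300mM KCl, 50mM Tris-HCl, 1mM EDTA, 1mM DTT, pH 7.5) received compound, then a probe mix of 5 nM fluorescein-DNA and 100nM Texas-615-DNA. Fluorescence polarization was read for both dyes.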
BLM inh: inhibitors of human Bloom syndrome helicase BLM | recombinant BLM DNA unwinding, fluorescence dequenching | Potency, µM (series often up to 56.1 µM), without a hit: at the top dose activity change, negative = inhibition, actives largely listed as inhibitors | actives 0.2% (n = 350,000);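 further: potency means the concentration at half of the fitted maximal effect; plate controls were vehicle for no effect and no enzyme for full effect; nearly all actives have a fitted effect of over 35% in size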
* hit, by the source's call; ? = inconclusive; · = no result given; [ ] = remark or other dose. Unless noted, the call rests on the fitted dose curve; in most records, active means well fitted curve in the direction sought with a large enough effect; inconclusive means small, poorly fitted or top-dose-only effect, or another doubt; inactive means no such curve, though single readings can be large; an effect the other way counts as inactive or inconclusive. A portion of the library (hit frequency here may not be typical).

SMILES	Apoferritin bind	12-LOX inh	APE1 inh	Pol beta inh	Pol kappa inh	TRHR agonist	POLI inh	ERG-DNA inh	BLM inh
CC(=O)OCCC(C)CCC=C(C)C (stereo not drawn)	-4.7%	·	5.1%	·	-2.8%[60.1 µM]	·	·	·	3.7%
CC(C)c1ccc(NC(=S)NCc2ccc3c(c2)OCO3)cc1	?	?	-7.9%	-24.3%	-8.5%	-0.8	-18.2%	-7.9%	-6.2%
CN(C)CCN1C(=O)c2oc3ccc(F)cc3c(=O)c2C1c1ccncc1 (stereo not drawn)	1.8%	?	-2.0%	-7.0%	-9.0%	0.1	0.0%	-0.4%	-0.1%
Cc1ccc(OCC(O)CN2CCOCC2)cc1 (stereo not drawn)	0.4%	0.0%	-3.3%	75.5%	-19.9%	0.4	10.6%	-4.2%	2.0%
O=c1cc2c(nn1Cc1c(Cl)cccc1Cl)-c1ccccc1CC2	?	?	?	-3.8%	-1.4%	-0.5	?	-8.8%	-8.4%
c1nc(NC2CC2)c2cc(-c3ccoc3)ccc2n1	·	?	-10.0%	·	?	·	·	·	-4.9%
NCCN=C1NS(=O)(=O)c2ccccc21	9.1%	?	3.5%	0.2%	6.4%	0.6	23.2%	-2.1%	-14.1%
NC(=O)CS(=O)(=O)c1nc2ccccc2n1CC(=O)N1CCCCC1	-3.3%	20.7%	1.2%	-28.3%	-6.1%	0.8	17.7%	-6.7%	-1.0%
CCOCC(O)CNC(=O)c1ccc2nc(Cc3ccc(OC)c(OC)c3)oc2c1 (stereo not drawn)	-13.8%	0.0%	6.3%	36.9%	6.9%	-0.5	19.7%	-4.9%	0.2%
COC(=O)c1c(C(=O)OC)c2n(c1C)CCS2	-4.4%	42.2%[activator]	11.8%	38.8%	-1.0%	0.3	-12.1%[58.9 µM]	-13.2%	-5.0%
CC(C)CNS(=O)(=O)c1ccc(CCC(=O)NCCc2ccccc2)cc1	-9.3%	0.0%	59.9%[activator]	11.4%	-7.7%	0.1	10.1%	8.1%	-3.5%
O=C(Oc1ccc(-n2cnnn2)cc1)c1ccco1	-4.7%	0.0%	3.6%	-10.7%	-16.3%	1.3	19.3%	1.3%	-0.5%
COC(=O)c1ccccc1NC(=O)C1CCCN(S(C)(=O)=O)C1 (stereo not drawn)	-6.1%	9.7%	0.0%	15.9%	-2.1%	0.3	3.8%	9.4%	-2.2%
OCCN1CCN(Cc2cc(Cl)c3cccnc3c2O)CC1	-12.2%	3.8%	3.3%	-0.3%	-19.3%	0.4	35.3%[activator]	5.9%	-0.5%
N#Cc1cc(N2CCCCC2)c([N+](=O)[O-])cc1C#N	-6.2%	2.1%	3.4%	2.1%	-10.4%[60.1 µM]	-2.5	-10.7%	-4.5%	-11.9%
O=C(NCCC(=O)N1CCN(c2ncccn2)CC1)c1ccccc1Cl	-6.1%	?	2.3%	15.2%	0.5%	1.2	31.3%	-14.4%	-1.1%
COc1cccc(OCc2nc3ccccc3n2CCOc2cccc(C)c2)c1	35.8%[activator]	0.7%	·	-0.3%	0.1%	3.5	14.7%	-0.9%	-6.9%
Cc1cc(-n2nc(C)cc2C)nc(NS(=O)(=O)c2ccccc2)n1	-8.0%	?	3.8%	2.0%	0.8%	0.2	10.1%	-1.9%	-1.8%
COC(=O)c1ccc(NC(=O)N2CCN(Cc3cc(=O)n4nc(-c5ccc(C)cc5)sc4n3)CC2)cc1	5.9%	-6.3%	·	3.2%	-10.0%[60.1 µM]	0.1	17.3%	-4.7%	-3.0%
COc1cccc(NC(=O)/C=C\c2ccc(Cl)cc2)c1	·	80.2%[activator]	-7.8%	·	-10.3%[19.4 µM]	·	·	·	-6.0%
CC(=O)Nc1ccc(NC(=O)CSc2ccc(-c3cccs3)nn2)cc1	5.3%	-2.7%	0.1%	-12.9%	-5.3%	-0.2	-25.9%	6.4%	-0.8%
Cc1cc(C(F)(F)F)nn1CC(=O)NNC(=S)NCC(C)C	-8.8%	16.4%	3.3%	2.4%	-1.0%	0.2	38.0%[activator]	-12.3%	-1.9%
COC(=O)c1ccc2c(=O)n(CCO)c(=S)[nH]c2c1	-5.4%	-7.1%	0.1%	-1.1%	-0.4%	-0.2	18.3%	-2.3%	-8.2%
O=C(Cc1ccc(Br)cc1)N/N=C/c1ccc(-c2cccc(C(=O)O)c2)o1	-12.5%	0.0%	-5.1%	?	?	-0.3	22.5%	3.3%	2.3%
CC1=CC2=NC(=O)/C(=C\c3cccn3CCOc3cc(C)ccc3C)C(=N)N2O1	-9.0%	-19.3%	?	-22.6%	-10.3%	0.6	118.2%[activator]	3.7%	-8.7%
CCCOc1ccc(C(=O)N(Cc2ccccc2Cl)C2CCS(=O)(=O)C2)cc1 (stereo not drawn)	-5.7%	-12.8%	·	5.6%	-3.2%	-0.4	6.7%	?	0.5%
Cc1[nH]c2ccccc2c1Cc1nnc(SCCC#N)o1	-5.2%	-3.2%	3.7%	18.0%	-5.2%	-0.5	6.4%	1.6%	-0.8%
COC(=O)C(Cc1ccc(O)cc1)NC(=O)C1CCN(S(=O)(=O)c2ccc(C)cc2)CC1 (stereo not drawn)	-0.7%	-4.5%	48.3%[activator]	2.1%	6.5%	0.4	60.1%[activator]	6.6%	-2.2%
CCc1ccc(C(=O)CSc2nc(-c3ccccc3)nc3c2CCCC3)cc1	-14.0%	1.5%	·	6.8%	12.5%	1.1	-5.2%	-3.3%	-2.4%
CCCCNS(=O)(=O)c1ccc2c(c1)oc(=O)n2CC(=O)OCC	-13.2%	1.8%	1.6%	16.5%	-8.6%	0.6	12.4%	-0.8%	-3.6%
CCc1ccccc1OCC(=O)Nc1ccc(C)c(S(=O)(=O)N2CCCCCC2)c1	·	2.8%	6.1%	·	-2.6%	2.1	8.6%	-3.0%	·
COc1ccc(S(=O)(=O)NCCCCCC(=O)NCCCN2CCOCC2)cc1	-11.9%	11.8%	-0.7%	20.4%	10.8%	2.4	7.5%	-0.4%	-1.9%
Cc1ccc(NC(=O)c2ncn(CC(=O)NCC(C)c3ccccc3)n2)cc1C (stereo not drawn)	·	-6.2%	-6.1%	·	-13.3%	·	-1.1%	-17.5%	·
O=C(N/N=C/c1ccccc1OC(F)F)NC1CCCCC1	-11.7%	7.5%	-3.5%	-0.5%	-1.6%	-0.2	66.3%[activator]	7.6%	-4.2%
Cc1noc(C)c1C(=O)NC(Cc1c[nH]c2ccccc12)C(=O)O (stereo not drawn)	·	-5.7%	-5.3%	·	2.2%	·	12.8%	12.0%	·
Cc1ccc2c(c1)N(C(=O)N1CCC(C(=O)NC3CCCCCC3)CC1)CC(C)O2 (stereo not drawn)	-6.5%	-2.8%	·	-9.4%	-14.4%	0.1	-18.7%	-3.4%	-1.5%
S=c1nc(-c2cc(Cl)cc(Cl)c2)[nH][nH]1	-0.9%	?	4.8%	-0.7%	-5.2%	0.0	68.9%[activator]	1.3%	-0.1%
Cc1ccc(CNC(=O)c2oc3ccc(S(=O)(=O)N4CCCC(C)C4)cc3c2C)cc1 (stereo not drawn)	-2.5%	2.1%	·	15.2%	-2.6%	0.6	35.9%	1.0%	-8.3%
CCn1c2ccccc2c2nc3cc(OC)c(OC)cc3nc21	-0.4%	?	-10.1%	-1.2%	-13.1%	0.9	-1.2%	-3.7%	-8.7%
COc1ccc(C(C#N)C2(C)OCCO2)cc1OC (stereo not drawn)	-13.9%	-14.0%	-2.0%	-25.8%	2.9%[60.1 µM]	-0.2	3.8%	·	-1.1%
Cn1c(OCc2ccco2)nc2c1c(=O)n(Cc1ccc(Cl)c(Cl)c1)c(=O)n2C	-9.3%	·	1.4%	-3.1%	-1.3%	1.6	6.3%	10.1%	0.6%
CCCNc1cc(C)oc(=O)c1C(=O)CC	-7.5%	-0.9%	4.7%	7.0%	2.7%[60.1 µM]	-0.5	0.8%	1.2%	1.1%
CCOC(=O)c1[nH]c2ccccc2c1N=CN(C)C	·	-2.5%	·	·	-8.1%	·	-3.5%	-1.2%	·
CCOc1ccc(/C=N/NC(=O)c2nnn(-c3nonc3N)c2CN(C)C2CCCCC2)cc1	-0.4%	25.5%	-1.0%	43.5%	5.5%	0.0	13.4%	-4.2%	-1.8%
COc1ccccc1-c1cc(C(=O)Nc2cc(C)on2)no1	-8.3%	1.0%	-0.3%	16.3%	7.3%	-0.3	13.1%	0.9%	-1.7%
CCc1ccc(N2CCCn3c2nc2c3c(=O)n(CCN3CCOCC3)c(=O)n2C)cc1	-8.0%	·	0.8%	4.4%	·	0.2	·	·	2.3%
COC(=O)c1nn2c(C(F)(F)F)cc(-c3ccc(Br)o3)nc2c1Br	-5.3%	-21.7%	?	9.8%	-18.9%	1.0	-22.6%	-4.9%	-0.7%
COc1ccc(C(C#N)N2CCOCC2)cc1 (stereo not drawn)	-7.6%	0.0%	0.1%	-0.7%	-2.6%	0.4	4.5%	0.6%	1.4%
COc1ccc(NC(=O)C2CC(=O)N(CCc3ccc(F)cc3)C2)c(OC)c1 (stereo not drawn)	-1.6%	1.8%	7.7%	-25.1%	-12.1%	0.0	48.2%[activator]	7.0%	-0.5%
O=C(c1c(F)cccc1Cl)N1CCN(c2ccccn2)CC1	-3.2%	-0.3%	-4.7%	0.7%	6.1%	1.0	23.8%	?	0.4%
CNC(=O)COc1coc(CN2CCN(c3ccccc3F)CC2)cc1=O	-3.1%	3.5%	18.6%	4.5%	5.3%	1.4	53.3%[activator]	-2.2%	0.0%
Cc1nn(C)c(C(=O)NC2C3CC4CC(C3)CC2C4)c1Cl (stereo not drawn)	?	-6.0%	0.2%	2.4%	-5.5%	-0.2	381.9%[activator]	-7.5%	-0.5%
O=C(CSc1ccc2nnc(-c3ccccn3)n2n1)Nc1cccc(F)c1	-4.1%	-6.6%	26.8%	?	-8.6%	-0.2	25.7%	11.0%	-2.8%
